Bioassay records as filed in PubChem.
ELG1 genotoxic – genotoxicity induction in ELG1-luciferase HEK293T cells | HEK293T ELG1-luciferase reporter, luminescence, 16 h | Potency, µM (series often up to 46 µM), inactives show top-dose activity change, positive = activation, most hits filed as activators | actives 1.3% (n = 330,000); note: potency is the fitted concentration of half-maximal effect; % of control where 0% means no effect; nearly all actives have a fitted effect of over 60% in size
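Quantitative HTS format in 1536-well plates. HEK293T ELG1-luciferase reporter cells receive test compound and are incubated 16 hr at 37 °C, 5% CO2; ONE-Glo added, 30 min room temperature, then luminescence read.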
a7 integrin act – integrin-mediated muscular dystrophy alleviation activation; Potency, µM (doses to about 38.3 µM), without a hit: at the top dose activation, usual class: activators; actives 0.064% (n = 350,000); alpha7betagal myoblasts, beta-gal FDG fluorescence, 48 h;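 note: potency is the fitted concentration of half-maximal effect; 100% = response of the positive control SU9516; nearly all actives have a fitted effect of over 60% in size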
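Alpha7betagal+/- myoblasts (passage 13) were plated 16-24 hr, then exposed to compounds (1:260 dilution of DMSO stock) for 48 hours at 37C. After MPER lysis, β-galactosidase reporter activity was read as FDG fluorescence (ex 480/em 540) after 30 minutes.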
Eya2 phos inh – Eya2 (human) phosphatase inhibition; recombinant Eya2, OMFP fluorescence dephosphorylation (OMFP is methylfluorescein phosphate); actives 0.006% (n = 330,000); Potency, µM (doses to about 76.9 µM), for inactives: top-dose activity, negative = inhibition, usual class: inhibitors; AID 488837; note: potency is the fitted concentration of half-maximal effect; % is set by controls: 0 for no effect and ±100 for the full control effect
Target sequence (O00167 whole entry, looked up): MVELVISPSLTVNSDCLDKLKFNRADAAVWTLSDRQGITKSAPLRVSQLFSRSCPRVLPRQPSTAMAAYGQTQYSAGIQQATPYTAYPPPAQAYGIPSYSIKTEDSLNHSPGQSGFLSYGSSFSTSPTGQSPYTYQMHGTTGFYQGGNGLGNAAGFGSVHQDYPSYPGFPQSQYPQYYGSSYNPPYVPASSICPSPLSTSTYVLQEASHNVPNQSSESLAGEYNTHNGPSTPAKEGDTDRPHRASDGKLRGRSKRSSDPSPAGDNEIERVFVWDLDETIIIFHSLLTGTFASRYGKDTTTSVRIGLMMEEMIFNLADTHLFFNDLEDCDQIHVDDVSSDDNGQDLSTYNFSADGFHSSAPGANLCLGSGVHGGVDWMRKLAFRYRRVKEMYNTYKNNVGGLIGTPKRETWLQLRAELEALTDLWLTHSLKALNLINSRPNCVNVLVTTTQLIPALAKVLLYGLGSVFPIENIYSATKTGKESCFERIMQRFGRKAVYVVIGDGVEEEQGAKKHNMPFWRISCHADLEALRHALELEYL
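Eya2 (0.2 uM) preincubated 10 min at ambient with compound, then OMFP substrate added at 50 uM; 10 min reaction in 50 mM HEPES pH 7.5, 50 mM NaCl, 5 uM MgCl2, 0.05% BSA, 1 mM DTT. Fluorescence read at Ex 485/Em 525 nm.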
TSG101-PTAP inh – blocks PTAP/TSG101 interaction to inhibit HIV-1 budding; Q99816; Fluorescence polarization, FITC-PTAP peptide / Tsg101 binding; Potency, µM (top dose mostly 115 µM), for inactives: at the highest dose activity change, negative = inhibition, actives largely listed as inhibitors; 340,000 tested, under 10 active; AID 493005; active = well fitted inhibition curve with a large enough effect in the main read-out, with a control signal flat, not every such curve was filed as active; inconclusive = small, poorly fitted or top-dose-only effect, or effect the other way, or a change in a side signal; inactive = no such curve, though single readings can be large or run the other way; note: potency is the fitted concentration of half-maximal effect; % of control where 0% means no effect
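Compounds were pin-transferred onto Tsg101 binding domain (10 uM final) in HEPES pH 7.5 buffer, then FITC-PTAP peptide was added at 50 nM final. After 20 min at RT, polarization reported peptide displacement across a qHTS concentration series.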
p53 reactivator – re-activators of mutant p53. actives 0.063% (n = 320,000). Potency, µM (series often up to 92.2 µM), for the others: top-dose activity change, positive = activation, most hits filed as activators. H1299 p53-A138V BP100-luciferase reporter, luminescence, 24 h. AID 504706; note: potency is the fitted concentration of half-maximal effect; % of control where 0% means no effect; nearly all actives have a fitted effect of over 45% in size
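p53-null H1299 cells stably carrying temperature-sensitive p53-A138V and a BP100-luciferase reporter were pinned with compounds (4-point, 1:5 series) and held 24 hrs at 37 deg C. Luminescence was read 10 min after detection reagent.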
BRCA1 expr up – increases BRCA1 expression; AID 624202; actives 1.1% (n = 380,000); MCF7-BRCA1-FFLuc reporter, luminescence, 48 h; response scale: scaled: vehicle 0%, 10 µM genistein 100%; Potency, µM (highest dose often 46.1 µM), for inactives: at the highest dose activation, most hits filed as activators; note: potency is the fitted concentration of half-maximal effect; nearly all actives have a fitted effect of over 80% in size; some results filed as inactive show a strong effect at the top dose
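Luminescence from a BRCA1-driven firefly luciferase in MCF7 cells was read after 48 h compound exposure at 37 C. Data normalized against DMSO and a 10microM genistein activation control, then curve-fitted across the titration.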
USP2a inh – USP2a (human) protease inhibition. actives 0.01% (n = 330,000). O75604. Potency, µM (series often up to 38.3 µM), for the others: at the highest dose activity change, negative = inhibition, actives largely listed as inhibitors. AID 463254. USP2 core, Ub-CHOP2 coupled fluorogenic reporter, 485/531;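 note: potency is the fitted concentration of half-maximal effect; plate controls were DMSO wells for no effect and full inhibition by NEM control for full effect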
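Deubiquitinase activity read as fluorescence (485/531 nm) after Ub-CHOP2 cleavage activates the enterokinase reporter on its substrate; USP2 core 10nM, Ub-CHOP2 and substrate 25nM each, 30min compound preincubation then 60min RT; data normalized to NEM, curves fitted.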
ASM inhibitor – inhibitors of human secretory acid sphingomyelinase; placental ASM, HMU-PC fluorogenic substrate, 60 min; Potency, µM (titrated, usually from 57.5 µM), inactives show at the highest dose activity change, negative = inhibition, actives largely listed as inhibitors; actives 0.006% (n = 340,000); AID 504937; note: potency is the fitted concentration of half-maximal effect
Target sequence (P17405 47-631 limits assumed): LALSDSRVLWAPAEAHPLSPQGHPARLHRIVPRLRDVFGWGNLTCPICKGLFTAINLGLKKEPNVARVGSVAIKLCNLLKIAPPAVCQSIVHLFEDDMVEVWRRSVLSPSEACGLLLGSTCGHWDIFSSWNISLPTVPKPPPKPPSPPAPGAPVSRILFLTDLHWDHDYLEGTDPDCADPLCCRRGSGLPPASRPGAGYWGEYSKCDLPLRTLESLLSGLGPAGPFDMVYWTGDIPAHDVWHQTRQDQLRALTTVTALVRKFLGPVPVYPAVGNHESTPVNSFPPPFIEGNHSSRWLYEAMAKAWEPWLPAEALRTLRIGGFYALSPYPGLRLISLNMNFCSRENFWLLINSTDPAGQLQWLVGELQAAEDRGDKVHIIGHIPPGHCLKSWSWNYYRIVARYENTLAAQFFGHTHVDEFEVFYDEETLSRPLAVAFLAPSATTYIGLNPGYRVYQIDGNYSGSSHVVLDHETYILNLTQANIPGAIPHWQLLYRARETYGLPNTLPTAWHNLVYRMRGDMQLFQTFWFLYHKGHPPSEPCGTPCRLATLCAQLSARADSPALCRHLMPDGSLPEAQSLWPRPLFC
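Fluorogenic HMU-PC substrate (9 uM final) is turned over by placental ASM in 60 min at 37 C after a 10 min compound preincubation. Reaction ended by alkaline stop (pH 10), with fluorescence read at 386/447 nm.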
uPA generation – cell surface uPA generation inhibition. Potency, µM (titrated, usually from 38.3 µM), without a hit: at the highest dose activity change, negative = inhibition, actives largely listed as inhibitors. AID 540303. cell surface uPA generation assay, qHTS. actives 0.31% (n = 330,000); active = well fitted inhibition curve with a large enough effect; inconclusive = small, poorly fitted or top-dose-only effect; inactive = no such curve, though single readings can be large or run the other way; tested in mouse RAW 264.7 cells; note: potency is the fitted concentration of half-maximal effect; % is set by controls: 0 for no effect and ±100 for the full control effect; nearly all actives have a fitted effect of over 55% in size
TRPV1 ag – agonists of human vanilloid receptor 1 (TRPV1). actives 0.19% (n = 320,000). TRPV1-expressing cells, Fluo-8 calcium influx, agonist mode. activation, % at 8.33 µM; in the data active = activation above about 80%; inconclusive = between about 30% and that limit; note: 0% is about no effect
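Fluo-8 calcium influx in TRPV1-expressing cells, kinetic read (ex 480/em 520 nm). Compound added and read 3 min for agonist activity, followed by capsaicin at EC20 final and 2 min further read for enhancement.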
B2AR arrestin – agonists driving beta-arrestin recruitment to human beta2-adrenergic receptor; P07550; beta-arrestin recruitment to beta2AR, cell-based reporter; Potency, µM (series often up to 46.1 µM), for the others: at the highest dose activation, hits mostly activators; actives 0.02% (n = 330,000); AID 492947;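 note: potency is the fitted concentration of half-maximal effect; 0% = DMSO controls and full agonism = EC100 isoproterenol or metaproterenol; nearly all actives have a fitted effect of over 65% in size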
* = called active by the depositor; ? = inconclusive; / = not tested or not shown; [ ] = dose if it differs, or a comment. Unless noted, calls come from the whole dose curve; as a rule, active = well fitted curve in the direction sought with a large enough effect; inconclusive = small, poorly fitted or top-dose-only effect, or another doubt; inactive = no such curve, though single readings can be large; an effect the other way counts as inactive or inconclusive.

Molecule	B2AR arrestin	BRCA1 expr up	ASM inhibitor	TSG101-PTAP inh	Eya2 phos inh	uPA generation	USP2a inh	p53 reactivator	a7 integrin act	TRPV1 ag	ELG1 genotoxic
COc1ccc(C(N)CCc2ccco2)cc1 (stereo unspecified)	0.4%	6%	7%	1%	6%	4%	7%	-13%	8%	-10	1%
CN(C)CCOC(=O)C12CC3CC(C1)CC(C(=O)OCCN(C)C)(C3)C2	-0.8%	0%	1%	-3%	2%	4%	3%	7%	-3%	0	-1%
COc1ccc(-c2c/c(=N\c3nc(-c4ccccc4)c(C)s3)c3ccccc3o2)cc1O	-0.1%	-97%[inhibitor]	?	-1%	2%	-11%	2%	4%	-28%	4	16%
COc1ccc(N2C(=O)C3C(C2=O)C(C(=O)c2ccc(Cl)cc2)N2CCCC32)cc1 (stereo unspecified)	?	-72%	-2%	-2%	?	-7%	10%	-11%	-68%[inhibitor]	4	-3%
C=CC(=O)Oc1ccc(N2Cc3ccccc3C2=O)cc1	/	21%	-2%	-2%	/	5µM*	/	/	-60%[inhibitor]	/	/
Cc1cccc(NC(=S)N2CCOCC2)c1C	-0.7%	-25%	-2%	-1%	13%	-3%	0%	-4%	-17%	5	0%
Cc1coc(C)c1C(=O)CC1(O)C(=O)N(C)c2ccc(Cl)cc21 (stereo unspecified)	-0.4%	-26%	2%	-4%	-4%	23%	1%	-2%	-1%	-1	0%
O=C(O)c1cc(N/N=C/c2ccc(OCc3ccccc3)cc2)ccc1Cl	0.0%	?	0%	-4%	8%	-1%	1%	2%	20%	10	?
CCCCn1c(-c2csc3c2CCCC3)n[nH]c1=S	0.4%	2%	-5%	-5%	-5%	/	0%	10%	-11%	17	-2%
Cc1ccc(C(=O)NC(=S)NNC(=O)CCN2CCOCC2)cc1	0.2%	25%	2%	-3%	-34%	-1%	-1%	2%	-14%	3	1%
C[C@H](CO)N1C[C@H](C)[C@@H](CN(C)S(=O)(=O)c2cn(C)cn2)Oc2c(NS(=O)(=O)c3cccs3)cccc2C1=O	0.2%	15%	-6%	-6%	-3%	16%	-1%	-8%	23%	/	2%
CC(Sc1nnc(-c2ccco2)n1C)C(=O)N1C(C)CCCC1C (stereo unspecified)	-0.4%	-3%	6%	-3%	-5%	5%	0%	25%	-21%	1	4%
COc1c(S(=O)(=O)N2CCN(C)CC2)ccc(Cl)c1Cl	-0.9%	10%	0%	-6%	8%	-2%	1%	-7%	-8%	6	-1%
Cn1c(=O)n(Cc2ccc(Cl)cc2)c(=O)c2c1nc1n2CCN1Cc1ccco1	0.7%	-41%	-5%	-2%	-9%	4%	-1%	-14%	-13%	?	-14%
O=C(Nc1cc(Oc2ccc(Cl)cc2)cc([N+](=O)[O-])c1)c1ccco1	-0.2%	-54%	?	-8%	-16%	-11%	-8%	11%	-14%	27	0%
O=C(CN1CCOCC1)Nc1nc(-c2ccc(Cl)cc2)cs1	0.6%	-18%	-2%	0%	-14%	-2%	1%	-6%	-21%	?	-12%
COCc1c(Br)c(C)nc(OCC(=O)N/N=C/c2ccc(C)o2)c1C#N	0.0%	-6%	0%	-12%	5%	7%	-3%	-3%	0%	1	9%
CC(c1cccs1)N(C)Cc1nc(CCc2ccccc2)no1 (stereo unspecified)	0.8%	48%	0%	2%	-3%	-5%	3%	8%	34%	14	0%
Cc1cc(C)cc(-n2c(C)cc(/C=C3\C(=N)N4N=C(CC(C)C)SC4=NC3=O)c2C)c1	-1.2%	-13%	-9%	2%	1%	4%	-1%	-2%	18%	0	0%
CCNC(=S)NCc1ccc(F)cc1	-3.6%	29%	5%	-2%	-12%	2%	3%	-9%	0%	9	1%
CC(C)Oc1cccc(C(=O)NC2=NCCS2)c1	0.1%	?	4%	-1%	-9%	-3%	2%	?	15%	?	-17%
COc1cc([C@H]2OC[C@H]3[C@@H]2CO[C@@H]3c2ccc(O[C@H]3O[C@H](CO)[C@@H](O)[C@H](O)[C@H]3O)c(OC)c2)ccc1O[C@@H]1O[C@H](CO)[C@@H](O)[C@H](O)[C@H]1O	-0.1%	5%	-9%	-20%	2%	-5%	0%	9%	31%	/	2%
COc1ccc(S(=O)(=O)c2c(N)n(Cc3ccco3)c3nc4ccccc4nc23)cc1	-0.8%	-33%	/	-10%	3%	3%	2%	2%	-41%	-1	-1%
COc1ccc(N=C2SC(C(N)=O)CC(=O)N2CCc2ccc(OC)c(OC)c2)cc1 (stereo unspecified)	-0.3%	1%	-3%	-1%	4%	6%	-1%	-2%	5%	0	0%
Cc1nc(N2CCN(Cc3ccccc3)CC2)[nH]c(=O)c1C	-0.1%	-1%	4%	3%	2%	0%	1%	0%	-10%	5	2%
COc1cccc(OC)c1C(=O)N1CC(C)OC(C)C1 (stereo unspecified)	0.0%	1%	1%	0%	14%	/	1%	-7%	3%[7.66 µM]	-3	1%
COc1cc(/C=C/C(=O)OCC(=O)Nc2cc(C)on2)ccc1OCC#N	-0.4%	-13%	-2%	1%	-29%	-13%	-1%	3%	28%	-1	-1%
COc1ccc(-c2[nH]ncc2CN(C)C(C)c2cccs2)c(F)c1 (stereo unspecified)	-0.7%	-21%	-2%	-4%	-1%	4%	3%	-5%	19%	7	-5%
Nc1nc(-c2ccc(C(=O)O)cc2)cs1	-0.3%	0%	-1%	-1%	6%	3%	1%	2%	-11%	1	2%
COc1ccc(-c2cnnc(N/N=C/c3ccc(O)c(O)c3)n2)cc1	-0.3%	-5%	-4%	-1%	-8%	-9%	2%	?	3%	18	12%
CCOc1ccc(N(CC(=O)NCCc2ccccc2)C(=O)CCC(=O)Nc2nccs2)cc1	0.0%	-4%	-2%	-5%	-5%	1%	0%	-4%	1%	0	0%
CCc1cccc(NS(=O)(=O)c2c(C)nc3sc(CC)nn3c2=O)c1	-0.7%	5%	-4%	0%	8%	4%	-2%	4%	-8%	10	-4%
COC(=O)c1cn(-c2ccccc2)c(C)c1C(=O)OC	-0.2%	3%	3%	-5%	1%	0%	3%	-5%	-43%	5	-1%
O=C(O)CCCn1cc(NC(=O)COc2ccccc2[N+](=O)[O-])cn1	0.0%	11%	1%	-2%	-23%	-6%	5%	-3%	?	4	-2%
Cc1cc(C)nc(SCC(=O)c2ccc(O)c(O)c2)n1	-0.1%	-10%	-2%	-2%	-2%	?	2%	3%	-4%	0	0%
CCOC(=O)c1ccc(S(=O)(=O)N2CCN(CC(O)COc3cccc(C(C)=O)c3)CC2)cc1 (stereo unspecified)	-0.7%	6%	-7%	0%	4%	-1%	5%	-2%	-20%	-2	-1%

Full records from above.
Nc1nc(-c2ccc(C(=O)O)cc2)cs1 in the list: B2AR arrestin: -0.3%; BRCA1 expr up: 0%; ASM inhibitor: -1%; TSG101-PTAP inh: -1%; Eya2 phos inh: 6%; uPA generation: 3%; USP2a inh: 1%; p53 reactivator: 2%; a7 integrin act: -11%; TRPV1 ag: 1; ELG1 genotoxic: 2%
COc1cc(/C=C/C(=O)OCC(=O)Nc2cc(C)on2)ccc1OCC#N in the list: B2AR arrestin: -0.4%; BRCA1 expr up: -13%; ASM inhibitor: -2%; TSG101-PTAP inh: 1%; Eya2 phos inh: -29%; uPA generation: -13%; USP2a inh: -1%; p53 reactivator: 3%; a7 integrin act: 28%; TRPV1 ag: -1; ELG1 genotoxic: -1%

Other records follow.
Molecule	B2AR arrestin	BRCA1 expr up	ASM inhibitor	TSG101-PTAP inh	Eya2 phos inh	uPA generation	USP2a inh	p53 reactivator	a7 integrin act	TRPV1 ag	ELG1 genotoxic
CCC(=O)Nc1cc(OC)cc(OC)c1	-0.3%	0%	0%	0%	10%	2%	4%	-1%	0%	1	4%
Cc1cc([N+](=O)[O-])nn1CCC(=O)Nc1nccs1	-1.0%	11%	-2%	-1%	-7%	-2%	0%	4%	7%	-2	-1%
Nn1c(Cc2ccccc2F)nnc1SCCOc1ccc(Cl)cc1	-0.2%	0%	-1%	-9%	13%	3%	0%	-10%	0%	2	-5%
COc1ccc(Br)cc1CN1CCN(c2ncccn2)CC1	/	-19%	2%	1%	/	-15%	/	/	-30%	/	/
CN1CCNC(=O)C1CC(=O)N1CC=C(c2ccc(F)cc2)CC1 (stereo unspecified)	-0.8%	-6%	4%	1%	1%	-4%	0%	-2%	?	-2	1%
OCCN1CCN(CC(O)COc2ccc3c(c2)OCO3)CC1 (stereo unspecified)	-0.2%	0%	1%	-4%	14%	1%	3%	10%	16%	2	4%
CC(=O)Oc1cccc(C(=O)Nc2ccccc2NC(=O)c2cccc(OC(C)=O)c2)c1	0.5%	-4%	6%	0%	?	2%	-2%	29%	-29%	-3	-15%
COc1ccc(CCN(C)C(=O)c2ccc(C)c(S(=O)(=O)N3CCCCC3)c2)cc1OC	0.1%	-7%	4%	1%	17%	?	2%	-6%	-9%	8	-1%
